# Exocytosis inh = blocks lytic granule exocytosis | AID 651702 | 360,000 compounds, 0.66% hits | inhibition, % at 10 µM | TALL-104 LAMP-1 surface exposure, flow cytometry; cells stimulated with thapsigargin and PMA;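 active = inhibition above about 55%, limit read from the data; inconclusive = no clear call, values can overlap the other calls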
# NOD2-RIPK2 inh = NOD2-RIPK2 protein interaction inhibition; 360,000 compounds, 0.38% hits; CHO BLA complementation NOD2-RIPK2, CCF4 ratio; O43353; inhibition, % at 4.98 µM; AID 624267; in the data active = inhibition above about 21%;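 also: 0% = vehicle only and 100% = reference blocker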
# NR2F2 inh = NR2F2 (human) inhibition, primary screen | P24468 | HEK293T NGFI-A luciferase reporter, luminescence | inhibition, % at 8.6 µM | 370,000 compounds, 0.7% hits;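 active = inhibition above a per-plate cutoff, mean inhibition of test wells between control levels plus 3 SD, cut at about 38% in these data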;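 also: cells cotransfected with COUP-TFII expression vector driving the NGFI-A reporter; 0% = median of COUP-TF2 test wells and 100% = reporter-only cells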
# TLR9-MyD88 block = blocks human TLR9 binding to MyD88. Q9NR96+Q99836. CHO BLA complementation TLR9-MyD88, CCF4 FRET ratio. inhibition, % at 4.98 µM. 340,000 compounds, 0.21% hits;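 active = inhibition above the mean over all tested compounds plus 3 SD, cut at about 21% in these data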;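 also: 0% = DMSO only wells and 100% = clavulanate BLA inhibitor control wells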
# LRH-1 inv ag = suppresses constitutive activity of human LRH-1; O00482; HEK293T StAR-luciferase reporter, LRH-1 transfected, 24 h; inhibition, % at 3.6 µM; 360,000 compounds, 0.13% hits; AID 602396;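 active = inhibition above the mean inhibition of all tested compounds plus 3 SD, cut at about 73% in these data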;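 also: 0% = DMSO wells and 100% = reporter-only cells lacking LRH-1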
# SRC2 inh = human SRC2 (NCOA2) inhibition. Q15596. inhibition, % at 9 µM. AID 651957. 370,000 compounds, 0.17% hits. HEK293 GAL4-SRC2 luciferase reporter, luminescence;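 active = inhibition above the mean inhibition of all tested compounds plus 3 SD, set per campaign, cut at about 52% in these data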;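 also: 0% = DMSO treated cells and 100% = cells given Gossypol at 36 µM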
# NCOA1 inh = inhibits human SRC1 coactivator; Q15788; HEK293 GAL4-SRC1 luciferase reporter, luminescence; inhibition, % at 3.6 µM; 360,000 compounds, 0.12% hits;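 active = inhibition above the campaign mean plus 3 SD, with each screening campaign given its own cutoff, cut at about 60% in these data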;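 also: 0% = DMSO treated cells and 100% = gossypol at 36 µM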
# TWEAK Fn14 block = inhibitors of TWEAK-Fn14 interaction signaling | TWEAK-stimulated Fn14 reporter cells, luciferase luminescence, 8 h | inhibition, % at 10 µM | 360,000 compounds, 2% hits; in the data active = inhibition above about 50%
# NCOA3 inh = human NCOA3 inhibition; inhibition, % at 3.6 µM; HEK293 GAL4-SRC3 luciferase reporter, luminescence; 360,000 compounds, 0.17% hits;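 active = inhibition above a per-campaign cutoff, the mean of all compounds plus 3 SD, cut at about 60% in these data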;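 also: 0% = DMSO-treated cells and 100% = gossypol-treated cells at 36 µM; higher means less SRC3-driven luciferase light from the GAL4 reporter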
# Target sequence (Q9Y6Q9 whole entry, looked up, the tested form may be a part): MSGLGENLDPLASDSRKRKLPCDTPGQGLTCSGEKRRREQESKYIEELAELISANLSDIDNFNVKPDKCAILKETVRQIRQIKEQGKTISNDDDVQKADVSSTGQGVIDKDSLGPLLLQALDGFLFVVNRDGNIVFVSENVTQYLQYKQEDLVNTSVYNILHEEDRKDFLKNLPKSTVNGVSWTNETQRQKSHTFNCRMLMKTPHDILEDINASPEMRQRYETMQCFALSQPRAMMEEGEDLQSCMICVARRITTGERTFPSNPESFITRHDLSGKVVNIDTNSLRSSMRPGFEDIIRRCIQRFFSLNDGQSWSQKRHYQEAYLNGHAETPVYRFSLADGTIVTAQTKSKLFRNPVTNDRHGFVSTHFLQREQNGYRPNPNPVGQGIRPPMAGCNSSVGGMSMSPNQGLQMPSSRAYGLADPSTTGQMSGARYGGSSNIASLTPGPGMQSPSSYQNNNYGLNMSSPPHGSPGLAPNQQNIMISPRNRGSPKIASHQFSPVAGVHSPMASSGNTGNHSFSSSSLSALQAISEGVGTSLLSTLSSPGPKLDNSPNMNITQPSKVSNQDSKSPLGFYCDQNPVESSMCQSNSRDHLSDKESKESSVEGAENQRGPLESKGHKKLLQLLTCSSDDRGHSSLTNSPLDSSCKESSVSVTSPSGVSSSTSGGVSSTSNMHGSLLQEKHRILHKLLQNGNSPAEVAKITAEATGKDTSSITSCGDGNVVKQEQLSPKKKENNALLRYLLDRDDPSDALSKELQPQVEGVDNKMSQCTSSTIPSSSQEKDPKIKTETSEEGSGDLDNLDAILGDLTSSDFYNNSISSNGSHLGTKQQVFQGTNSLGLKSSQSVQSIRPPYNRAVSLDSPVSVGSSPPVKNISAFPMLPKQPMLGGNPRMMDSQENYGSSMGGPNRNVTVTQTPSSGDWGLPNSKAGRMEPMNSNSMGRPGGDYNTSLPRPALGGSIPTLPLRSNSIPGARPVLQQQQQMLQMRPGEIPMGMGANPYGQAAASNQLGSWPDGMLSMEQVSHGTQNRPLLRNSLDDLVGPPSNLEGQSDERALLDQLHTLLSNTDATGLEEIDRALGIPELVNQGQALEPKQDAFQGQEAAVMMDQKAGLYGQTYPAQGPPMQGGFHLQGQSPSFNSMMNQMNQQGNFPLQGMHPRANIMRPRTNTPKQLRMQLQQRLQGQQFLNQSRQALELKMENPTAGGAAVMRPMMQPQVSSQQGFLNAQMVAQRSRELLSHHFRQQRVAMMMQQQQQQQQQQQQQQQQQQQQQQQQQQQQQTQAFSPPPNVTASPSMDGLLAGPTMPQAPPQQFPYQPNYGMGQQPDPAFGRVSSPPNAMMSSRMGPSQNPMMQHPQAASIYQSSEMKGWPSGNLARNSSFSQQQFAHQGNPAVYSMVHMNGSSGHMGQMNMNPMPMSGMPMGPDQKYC
# TROY NFkB inh = blocks TROY-dependent signaling in reporter cells. inhibition, % at 10 µM. 360,000 compounds, 0.98% hits. AID 1347056. Q293 LMP1-TROYcd NF-kB luciferase reporter, 4 h;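 active = compounds whose plate-normalised and pattern-corrected inhibition of the luciferase reporter signal at the single screening dose is 50% or more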
# ABHD5-PLIN5 inh = inhibitors of human ABHD5-perilipin-5 interaction; 360,000 compounds, 0.78% hits; Split G. princeps luciferase complementation, luminescence, 4 h; inhibition, % at 4 µM; Q00G26+Q8WTS1;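 active = inhibition above the mean inhibition across every tested compound plus 3 SD, cut at about 22% in these data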;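 also: 0% = DMSO only wells and the 100% control is not disclosed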
# * marks the source's active call; other numbers are inactive results; ? = inconclusive; · = not tested or not shown. A portion of the library; the hit share may differ from the screen's.
item	Compound	Exocytosis inh	NOD2-RIPK2 inh	NR2F2 inh	TLR9-MyD88 block	LRH-1 inv ag	SRC2 inh	NCOA1 inh	TWEAK Fn14 block	NCOA3 inh	TROY NFkB inh	ABHD5-PLIN5 inh
1	Cc1coc2c1c(C)cc1oc(=O)c(CC(=O)NCC(=O)NCC(=O)O)c(C)c12	?	-7	-4	-1	3	-33	-2	-2	1	-8	11
2	CC(=O)c1ccc(NC(=O)COc2ccccc2C(=O)Nc2ccccc2)cc1	3	-2	-10	-3	54	-36	-9	-5	-17	17	0
3	O=C(C1CC(c2ccccc2O)=NO1)N1CCCCC1 (stereo not given)	2	9	-63	-3	-145	-111	-96	-5	-76	-23	0
4	CCCCNc1nnc(SCC(=O)c2c(N)n(C3CC3)c(=O)[nH]c2=O)s1	-1	-3	12	-9	8	1	-8	2	15	2	-8
5	O=C(CNC(=O)c1ccc(Cl)cc1Cl)OCC(=O)c1ccc2c(c1)OCCO2	-2	6	2	5	9	-14	-7	-4	15	-15	1
6	O=C(Nc1ccccc1OCc1ccccc1)c1ccccc1Br	0	5	-5	-6	14	-20	-12	-26	-3	-2	6
7	CCOc1ccc2nc(NC(=O)c3c([N+](=O)[O-])cnn3CC)sc2c1	-3	-4	0	0	-13	7	-4	-19	-4	-5	6
8	CCNC(=O)CC1C(=O)N(CC)C(=S)N1NC(=O)c1cccnc1 (stereo not given)	-2	-9	-4	5	5	-11	-3	-7	15	0	-7
9	O=C(CNc1cccc(S(=O)(=O)N2CCCCCC2)c1)Nc1cccc([N+](=O)[O-])c1	0	-11	14	2	5	3	14	3	26	22	-1
10	CCOc1ncccc1C(=O)Nc1ccc(-c2cn3ccsc3n2)cc1	0	-5	9	1	4	6	-14	3	-5	-4	-2
11	CCN(CC(=O)Nc1ccc(NC(C)=O)cc1)C(=O)c1c(C)nn(-c2ccc(F)cc2)c1Cl	-5	5	-4	-3	3	8	-11	29	28	20	2
12	Cc1cccc(C(=O)NNC(=O)C2CCCCC2)c1O	6	-4	-3	5	-17	-21	8	-16	-26	-27	2
13	O=C(CCC(=O)Nc1ccc(F)cc1)N/N=C/c1ccccc1	-2	2	-3	7	-4	9	-13	5	-1	14	-6
14	Cc1cccc(C)c1OCCCN1CCCC1	-3	-1	-3	-3	4	-17	-2	28	10	49	1
15	O=C(Nc1cccc(-c2cnc3ccccc3n2)c1)c1ccc(Cl)cc1	5	3	3	-6	11	1	0	-19	7	11	-3
16	Cc1ccc2nc(-c3cccc(Br)c3)c(Cc3ccccc3C(F)(F)F)n2c1	0	4	-38	·	-112	-25	-58	-3	-63	-3	-6
17	C=CCn1cnc2c(nnn2-c2ccc(Cl)cc2)c1=O	-1	2	-18	0	-3	-3	-16	-18	-3	-30	-4
18	CCS(=O)(=O)c1nc(S(=O)(=O)c2ccc(Cl)cc2)c(N2CCOCC2)s1	-4	-7	8	1	5	-16	-10	11	2	1	0
19	CC1CN(c2ccc(Cl)cc2)c2nc3c(c(=O)[nH]c(=O)n3C)n2C1 (stereo not given)	4	-3	1	-2	15	-22	1	-5	-9	-6	2
20	CCOC(=O)N1CCN(C(=O)COC(=O)c2oc3ccc(OC)cc3c2C)CC1	-13	-5	-16	-6	-31	5	-26	1	-26	-23	-6
21	Cc1ccc(C(C)C)c(OCC(=O)OCC(=O)NC2CC2)c1	0	-6	-15	-4	-3	-31	7	12	-18	-4	2
22	CCOc1cccc2cc(C(=O)Nc3cc(C)on3)c(=O)oc12	-2	-8	-16	1	7	-9	-5	-2	-14	-32	2
23	CCc1ccc(C(=O)CN2C(=O)C(C)N(c3ccc(C)cc3)C2=O)cc1 (stereo not given)	-2	0	6	0	12	2	-9	-8	-1	-14	-6
24	O=C(O)CSCC(=O)Nc1cccc(C(F)(F)F)c1	1	-13	-4	2	-3	9	-3	-10	16	-12	-2
25	C1=C(N2CCOCC2)/C(=C/c2nc3ccccc3[nH]2)CC1	?	2	·	-11	12	·	-4	-2	22	14	16
26	COc1ccc2c(c1)CCc1sc(NC(=O)c3ccco3)nc1-2	3	-5	·	13	-79	·	-35	-20	-82	-41	-3
27	Cc1ccc(OCc2nnc(SCC(=O)NC3CCCCC3)n2C)cc1	-2	3	3	-4	13	-9	2	-10	-5	-33	-1
28	NC1=NC[C@H](c2ccccc2)N1CC1CCCCC1	1	-2	-16	1	3	-16	-8	9	-6	6	-6
29	COc1ccc(NC(=O)C2CC2(Cl)Cl)cc1S(=O)(=O)N1CCCCC1 (stereo not given)	-11	-7	-1	-17	-1	-18	7	1	8	-17	2
30	CCC(C(=O)Nc1ncccn1)(C(F)(F)F)C(F)(F)F	1	-3	-2	-5	13	3	2	0	8	11	-1
31	Cc1ccc(C(=O)Cn2c(=N)n(N)c3ccccc32)cc1	-5	-2	-49	6	-73	-44	-74	37	-65	49	0
32	Cc1nc2ccccc2n1CC(=O)OCC(=O)N1CCC(C)CC1	-19	-10	3	3	6	1	11	1	11	10	5
33	O=C(/C=C/c1cc([N+](=O)[O-])ccc1OC(F)F)NCc1ccc(F)cc1	-2	5	5	-7	13	-35	7	2	6	1	-3
34	Cc1ccc(C(=O)N2CCOCC2)cc1S(=O)(=O)N1CCCCC1	2	-8	16	-6	-7	-4	-9	10	-9	2	-1
35	COc1ccccc1NC(=O)CSc1nnc(CC(=O)Nc2ccccc2C)n1C	-14	-5	-9	2	6	-6	-1	5	-15	8	0
36	CC(C)=CC(=O)Nc1ccc(Cl)cc1	20	-3	-24	-3	-130	-67	-114	-14	-122	-59	-3
37	CC(C)N(C(=O)Cn1c(-c2ccccc2Cl)nc2ccccc21)c1ccccc1	-2	-8	1	1	-24	-18	1	3	-4	4	8
38	O=C1NC(=NCc2ccccc2)NC1(c1ccccc1)c1ccccc1	1	-14	11	-5	14	19	3	-14	2	-5	7
39	CC1=C(C(=O)N2CCOCC2)CC(CC(=O)NCCCCc2ccccc2)C(=O)N1CCC1=CCCCC1 (stereo not given)	-5	-5	4	-2	14	4	14	-4	-3	8	4
40	CCOc1ccc(C=NNC(=O)c2ccc(-n3cnnn3)cc2)cc1	0	3	5	-11	13	-1	-11	56*	17	13	3
41	O=C(Nc1ccccc1F)c1ccn[nH]1	-2	-10	-1	-5	-12	-6	-18	-8	7	-11	5
42	Cc1ccc(-c2cc(C(F)(F)F)n3ncc(C(=O)N4CCCCC4c4cccnc4)c3n2)cc1 (stereo not given)	3	8	5	10	10	-8	-4	17	-1	-4	0
43	CS(=O)(=O)c1ccc(-c2cccc(NC(=O)COc3ccc(Cl)cc3)c2)nn1	2	-7	-11	14	-15	-17	0	-6	-8	5	15
44	Cc1cc(SCc2cccc(Cl)c2)nc(=O)[nH]1	-8	-2	-14	7	-6	-24	-27	-10	-12	10	1
45	O=C(O)c1ccc(NS(=O)(=O)c2ccc3nnn(O)c3c2)cc1	0	-6	2	-3	4	-7	-7	5	-31	9	3
46	COc1ccc(-n2ncc3c(N(C)C4CCCCC4)ncnc32)cc1	5	2	89*	0	79*	63*	79*	104*	79*	91*	-1
47	CN(C)S(=O)(=O)Nc1ccc2c(c1)Cc1ccccc1-2	-1	-4	-32	4	8	-49	-23	-6	-20	-58	0
48	COc1ccc(S(=O)(=O)N(C)C[C@@H]2OCc3cnnn3CCCC(=O)N([C@@H](C)CO)C[C@@H]2C)cc1	-6	-7	-9	0	-18	-4	2	-23	19	-8	9
49	CC1CN(CC(=O)Nc2ccc(Br)cn2)CC(C)O1 (stereo not given)	-8	-10	-20	5	-6	-10	3	-24	-4	11	2
50	CC1=CC(=C(C#N)C#N)C=C(C)N1CCN1CCN(C(=O)Nc2ccc(Cl)c(Cl)c2)CC1	-3	-19	0	-12	10	1	-1	-3	3	-8	3
51	CCOc1ccc(Cc2nnc(SCC(N)=O)n2C)cc1	-3	-1	4	-1	5	4	-16	3	-8	-1	-2
52	CCn1ncc(Cl)c1C(=O)NC(=S)Nc1ccccc1Br	2	-12	7	-4	-16	12	-21	-4	-34	-25	-1
53	COc1ccc(/C=C/C(=O)Nc2ccc(N3CCOCC3)cc2)cc1	3	1	-12	-2	-17	-20	7	-17	7	-19	5
54	CCOC(=O)CN1N=C(c2ccc(Cl)cc2)CCC1=O	5	-4	-26	-9	-9	11	0	-14	-4	-21	-7
55	CC(=O)Nc1ccccc1NC(=O)c1cccc2ccccc12	?	-5	3	1	7	-8	-9	3	-26	7	0
56	O=C(O)C(=O)Cc1c[nH]c2ccccc12	2	2	-56	-5	-1	-42	-28	11	0	-21	-9
57	Cc1c(/C=C2\SC(=O)N(CC(=O)Nc3ccc4c(c3)OCO4)C2=O)c2ccccc2n1C	3	-7	12	-9	10	-1	-39	15	6	4	1
58	O=C(c1c(F)cccc1F)N(C1CCCCC1)C1CCCCC1	2	-13	10	3	-1	-9	7	-4	-8	-4	-1
59	COCCCN1CC(=O)N2C(c3ccc(OC)c(OC)c3)c3[nH]c4ccccc4c3C[C@H]2C1=O (stereo not given in full)	3	0	9	0	7	-29	-4	-2	-16	12	0
60	COc1ccc(N2C(=O)/C(=C\c3ccco3)N=C2SCC(=O)NC(C)(C)C)cc1Cl	0	-9	17	-13	6	3	11	15	24	-14	4

# Other structures.
item	Compound	Exocytosis inh	NOD2-RIPK2 inh	NR2F2 inh	TLR9-MyD88 block	LRH-1 inv ag	SRC2 inh	NCOA1 inh	TWEAK Fn14 block	NCOA3 inh	TROY NFkB inh	ABHD5-PLIN5 inh
61	Nc1nc(Cl)nc(N(c2ccccc2)c2ccccc2)n1	-6	3	7	5	-12	-2	1	-14	20	-25	8
62	CSc1ccccc1Sc1cc(C(=O)O)c2ccccc2n1	1	-6	-8	0	-21	0	2	19	14	-12	-1
63	Cn1c(C(=O)O)ccc1S(=O)(=O)N(Cc1ccccc1)Cc1ccccc1	9	-7	1	3	2	-23	-12	6	21	-5	-4
64	CC(OC(=O)Cc1c[nH]c2ccccc12)C(=O)c1ccccc1 (stereo not given)	-3	-1	-5	-9	17	16	-2	-7	10	-36	4
65	O=C(C[C@H]1C[C@@H]2c3cc(NC(=O)Nc4ccccc4)ccc3O[C@@H]2[C@@H](CO)O1)NCC1CC1	-2	-4	3	-1	1	-4	2	-10	-2	-1	-12
66	Cc1ccc(C(=O)Nc2cccc(-c3cnc4ccccc4n3)c2)cc1	-1	8	0	-3	-11	-13	1	-23	-1	-15	2
67	COc1ccc(NC(=O)Nc2ccc(F)c(F)c2)c(OC)c1	-1	-9	-8	-2	-2	-38	-14	-21	2	-30	3
68	O=C(NCc1ccco1)c1ccc(C(=O)NCc2ccco2)cc1	8	3	-4	0	11	5	5	0	7	9	2
69	Cc1nn(Cc2c(Cl)cccc2Cl)c(C)c1N	-1	3	18	4	4	-7	-1	6	0	-5	0
70	CCOC(=O)C1=C(C)OC(=CC=Cc2ccccc2)C1=O	4	-7	-1	5	8	1	-9	-11	1	-25	3
71	NC(=O)NCc1ccc(C(=O)OCc2ccncc2)cc1	-23	-1	-4	1	1	13	-2	1	-18	4	10

# Assay outcomes as filed in PubChem BioAssay.
